HEK cytotox: HEK 293 cell cytotoxicity | 94,000 compounds, 6.6% hits | HEK 293 viability, ATP luminescence (CellTiter-Glo), 48-72 h | Potency, µM (titrated, usually from 115 µM), without a hit: top-dose activity change, negative = cytotoxicity, most hits filed as inhibitors; further: potency means the concentration at half of the fitted maximal effect; nearly all actives have a fitted effect of over 60% in size
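Viability of HEK 293 cells, plated at 250 cells/well, was judged by cellular ATP after compound treatment for 48 or 72 hr. Luminescence was imaged 10 min after CellTiter-Glo addition at room temperature.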
GPT2 inh: blocks human glutamate pyruvate transaminase 2; Recombinant GPT2, coupled pyruvate oxidase/HRP Amplex Red fluorescence; Q8TD30; Potency, µM (top dose mostly 57.7 µM), without a hit: at the top dose activity change, negative = inhibition, hits mostly inhibitors; AID 1671188; 100,000 compounds, 0.25% hits; further: potency means the concentration at half of the fitted maximal effect; nearly all actives have a fitted effect of over 60% in size; many of its hits are not listed in these tables
Target sequence (Q8TD30 whole entry, looked up): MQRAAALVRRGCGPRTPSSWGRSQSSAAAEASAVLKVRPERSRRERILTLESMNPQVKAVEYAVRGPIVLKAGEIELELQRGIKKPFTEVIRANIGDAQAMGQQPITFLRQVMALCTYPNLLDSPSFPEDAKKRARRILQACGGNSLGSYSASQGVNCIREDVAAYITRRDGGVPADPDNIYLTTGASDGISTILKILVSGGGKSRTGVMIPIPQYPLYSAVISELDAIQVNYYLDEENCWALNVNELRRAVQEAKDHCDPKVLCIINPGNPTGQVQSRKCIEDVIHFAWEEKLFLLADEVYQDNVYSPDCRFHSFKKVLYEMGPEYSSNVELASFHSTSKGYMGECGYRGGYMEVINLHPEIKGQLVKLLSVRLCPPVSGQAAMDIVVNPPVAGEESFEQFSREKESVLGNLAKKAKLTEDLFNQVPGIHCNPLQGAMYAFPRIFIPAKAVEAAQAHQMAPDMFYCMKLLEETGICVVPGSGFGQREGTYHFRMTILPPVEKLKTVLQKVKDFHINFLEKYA
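Fluorescence read-out: pyruvate from GPT2 turnover coupled to pyruvate oxidase, HRP and Amplex Red (0.2mM ThPP, 0.2U/mL PO and HRP, 50uM Amplex final). Substrates 250uM a-KG, 2mM L-alanine; enzyme 10ng/uL; 30 min RT.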
SNCA expr inh: SNCA gene expression inhibition | HEK-293 SNCA-luciferase knock-in, luminescence, 24 h | Potency, µM (doses to about 57.2 µM), without a hit: at the top dose activity change, negative = inhibition, hits mostly inhibitors | 140,000 compounds, 0.17% hits | AID 1671194;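 further: potency means the concentration at half of the fitted maximal effect; plate controls were DMSO cells for no effect and cell-free wells for full effect; nearly all actives have a fitted effect of over 45% in size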
SNCA viab count: cell viability loss counter-screen; HEK-293-SNCA-luc viability, GF-AFC fluorescence, 24 h; Potency, µM (top dose mostly 57.1 µM), for the others: at the highest dose activity change, negative = cytotoxicity, most hits filed as cytotoxic; 150,000 compounds, 0.12% hits;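 further: potency means the concentration at half of the fitted maximal effect; 0% = DMSO-treated cells and -100% = medium-only wells without cells; nearly all actives have a fitted effect of over 30% in size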
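Cytotoxicity counterscreen: after 24 h compound treatment of genome-edited SNCA-luciferase HEK-293 cells, live-cell protease substrate GF-AFC read by fluorescence after 30 min; activity scaled between DMSO (0%) and medium-only (-100%), curves Hill-fitted.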
NIH3T3 tox: kills NIH 3T3 cells | Potency, µM (top dose mostly 96.7 µM), inactives show at the highest dose activity change, negative = cytotoxicity, actives largely listed as inhibitors | NIH 3T3 viability, CellTiter-Glo ATP luminescence, 48-72 h | 94,000 compounds, 4.3% hits | AID 1345082; further: potency means the concentration at half of the fitted maximal effect; nearly all actives have a fitted effect of over 55% in size
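Cytotoxicity is measured as loss of cellular ATP: NIH 3T3 cells (400/well) are exposed to compound for 48 or 72 hr at 37 °C, then CellTiter-Glo luminescence is imaged after 10 min at room temperature.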
Luciferase inh: blocks purified firefly luciferase enzyme activity | P08659 | purified P. pyralis luciferase, luminescence, biochemical | Potency, µM (titrated, usually from 115 µM), for the others: top-dose activity change, negative = inhibition, usual class: inhibitors | 76,000 compounds, 2.5% hits | AID 1347043; further: potency means the concentration at half of the fitted maximal effect; nearly all actives have a fitted effect of over 65% in size
Target sequence (P08659 whole entry, looked up): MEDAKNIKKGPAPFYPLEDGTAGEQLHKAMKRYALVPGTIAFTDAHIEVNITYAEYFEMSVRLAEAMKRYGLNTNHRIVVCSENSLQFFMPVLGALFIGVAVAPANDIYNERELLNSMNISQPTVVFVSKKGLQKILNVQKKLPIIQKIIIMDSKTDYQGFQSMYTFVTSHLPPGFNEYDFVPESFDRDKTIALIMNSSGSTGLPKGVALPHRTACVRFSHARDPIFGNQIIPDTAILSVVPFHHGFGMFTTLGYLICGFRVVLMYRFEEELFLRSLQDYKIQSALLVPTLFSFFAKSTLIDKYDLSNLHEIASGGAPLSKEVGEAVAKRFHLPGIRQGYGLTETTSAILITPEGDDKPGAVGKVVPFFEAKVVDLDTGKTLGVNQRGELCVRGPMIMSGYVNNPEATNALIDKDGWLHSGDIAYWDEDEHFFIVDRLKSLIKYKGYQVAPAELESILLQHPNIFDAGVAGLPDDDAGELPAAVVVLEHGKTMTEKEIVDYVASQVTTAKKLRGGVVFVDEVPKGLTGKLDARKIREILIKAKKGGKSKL
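Cell-free enzyme assay, 10nM P. pyralis luciferase, luciferin and ATP each at 10uM. Inhibition profiled over a 6-point titration, read as luminescence.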
IP6K1 inh: blocks human inositol hexakisphosphate kinase 1; IP6K1 kinase, ADP-Glo luminescence, 2 h; stronger effect = lower value; Q92551; activity change, % (series mostly up to about 58 µM); 140,000 compounds, 0.81% hits; in the data active means activity change below about -25%
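ADP-Glo luminescence measures ADP made by human IP6K1 during a 2 h RT reaction with ATP/IP6 (mix at 1.3 mM/130 uM); top library doses 57.5 and 19.1 uM final.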
An asterisk follows results filed as active; i = inactive; u = inconclusive; x = no result given; & = joins results of further samples; [ ] = dose if it differs, or a comment. Unless noted, the call rests on the fitted dose curve; in most records, active means well fitted curve in the direction sought with a large enough effect; inconclusive means small, poorly fitted or top-dose-only effect, or another doubt; inactive means no such curve, though single readings can be large; an effect the other way counts as inactive or inconclusive. Unless noted, on the % scale 0 is the no-effect control and ±100 the full control effect.

Below each SMILES – SNCA expr inh | NIH3T3 tox | Luciferase inh | GPT2 inh | HEK cytotox | IP6K1 inh | SNCA viab count
C#CCNC(=O)c1cn2cc(-c3ccccc3)sc2n1
→ 9%[87.6 µM] | -21%[138 µM] | x | i | u | 7 | 6%[87.6 µM]
Cc1ccoc1C(=O)N1CCC(Oc2ccccc2F)(C(=O)O)CC1
→ 5% | -8% | 5% | i | 1% | -2 | 7%
COc1ccc(-n2nnc(-c3nc(-c4ccccc4C)no3)c2N)cc1Cl
→ u | x | x | x | x | 4 | -6%
CC(C)CCN1CCc2nc(C(C)C)nc(-c3ccc(O)cc3)c2C1
→ -3%[87.6 µM] | -26%[138 µM] | x | u | -15%[172 µM] | 18 | 6%[87.6 µM]
CCCS(=O)(=O)Nc1ccc(F)c(C(=O)c2c[nH]c3ncc(-c4ccc(Cl)cc4)cc23)c1F
→ -13% | x | x | -14%&3% | x | -12 | u
Cc1cc(C(=O)N2CCc3nn(Cc4ccccc4)c(=O)n3CC2)nn1C
→ u | -11% | 0% | -1% | -8% | -6 | 3%
O=c1[nH]c(C2CCCN(Cc3ccccn3)C2)nn1-c1ccc(Cl)cc1 (configuration not stated)
→ u | 3.2µM* | 5% | 1% | u | -1 | u
CNC(=O)c1ccc2nc(-c3cccnc3Cl)oc2c1
→ 51%[activator][87.6 µM] | -29%[138 µM] | x | i | -10%[172 µM] | 9 | 3%[87.6 µM]
Cc1cccc(C)c1-n1ncc(C(=O)Nc2ccc3c(c2)OCO3)c1C1CCN(C(=O)OC(C)(C)C)CC1
→ 63%[activator] | x | x | x | x | -21 | -1%
CCC(C)S(=O)(=O)c1oc(-c2cccs2)nc1S(=O)(=O)c1ccccc1 (configuration not stated)
→ u | x | x | x | x | -2 | 2.8µM*
Cc1ccc(S(=O)(=O)NCC(c2ccc(N(C)C)cc2)N2CCCC2)cc1 (configuration not stated)
→ 12% | x | x | x | x | -4 | -2%
CN1CC(=O)N(C2CCCC2)Cc2c(NC3CCNCC3)ncnc21
→ -13% | -15% | x | u | -10% | 12 | -4%
Cc1ccc(C)c(N2CCN(C(=O)c3ccc(-c4nc(COc5ccccc5)c(C)o4)cc3)CC2)c1
→ -14% | x | x | x | x | -13 | 2%
Cc1ncc(CN2CCC(C(=O)Nc3cccc(-c4cc5ccccc5[nH]4)c3)CC2)cn1
→ -5% | u | -28% | i | 20µM* | 19 | -9%
C=CCN1CC2(CCC1=O)CCN(C(=O)[C@@H](O)c1ccccc1)CC2
→ -2% | i | -4% | i | -11% | 10 | -2%
COc1cccc(C(=O)Nc2ccccc2C(=O)OCc2cc(=O)n3c4c(sc3n2)CCCC4)c1
→ 5% | x | x | x | x | -2 | 3%
CCc1cccc(NC(=O)N2CCc3nc4cc(-c5ccc(OC)cc5)[nH]n4c(=O)c3C2)c1
→ u | u | u | -23% | u | 11 | 5%
C=CCN1CC2(CCC1=O)CCN(c1nccc(C(F)(F)F)n1)CC2
→ -25% | u | -10% | u | u | 31 | -8%
CCC(=O)N1CCc2cc(Br)cc(S(=O)(=O)Nc3ccccc3C(=O)OC)c21
→ -6% | x | x | x | x | -7 | u
CCOCCCNC(=O)C(c1ccc(Cl)cc1)N(Cc1ccc2c(c1)OCO2)C(=O)c1ccc(NC(C)=O)cc1 (configuration not stated)
→ -7% | x | x | x | x | 22 | -23%
C[C@H](NC(=O)C(C#N)=Cc1cccc(Br)n1)c1ccccc1
→ 10% | x | x | i | x | x | -19%
N#Cc1ccccc1CN1CCNc2nc(CN3CCN(CCO)CC3)n(Cc3ccccc3)c2C1=O
→ 9% | u | 1% | u | i | 8 | -12%
CC(C)c1nc(CCNC(=O)[C@H]2CNC[C@@H](C(=O)N3CCCC3)C2)cs1
→ 8% | i | -1% | -5% | -5% | 15 | 6%
Cc1cc(F)ccc1OC1CN(CC2CCCCC2)C1
→ -22%[87.6 µM] | u | -2%[172 µM] | -5%[88.5 µM] | u | 3 | -4%[87.6 µM]
CCN(CCCNC(=O)c1nn(-c2ccc(C)cc2)c(=O)c2c1c1ccccc1n2C)c1ccccc1
→ 11% | x | x | x | x | 25 | -2%
COc1ccc(C2CC(=O)N(CC(=O)Nc3cccc(C)c3C)c3ccccc3S2)cc1OC (configuration not stated)
→ u | x | x | x | x | -9 | -11%
O=C(Nc1cc(Cl)cc(Cl)c1)c1ccn2nccc2c1
→ 135%[activator][87.6 µM] | u | 14µM* | i | -37%[172 µM] | -4 | -2%[87.6 µM]
Cc1cccc(C)c1-n1ncc(C(=O)N2CCN(c3ncccn3)CC2)c1C1CCN(C(=O)OC(C)(C)C)CC1
→ -18% | x | x | x | x | -17 | -5%
CCN1C(=O)CN(C(=O)c2cccnc2)CC12CCOCC2
→ 19% | i | 8% | i | -9% | -11 | 2%
CCOc1ccc(CNCCCSc2nnnn2C)cc1OC
→ 12% | x | x | x | x | 7 | -9%
Cc1ccc(Cn2ccnc2SCC(=O)Nc2nnc(C)s2)cc1
→ 44%[activator] | x | x | x | x | 15 | 2%
O=C(N[C@@H](Cc1ccccc1)C(=O)CCl)OCc1ccccc1
→ 22% | x | x | i | x | x | u
O=C(CC1CCCC1)N1CCC(c2nc(C3CCOCC3)no2)CC1
→ -7% | -39% | 0% | -6% | u | -6 | -2%
COc1cc(NC(=O)CSc2nc(-c3ccc(C(C)C)cc3)no2)cc(OC)c1
→ -15% | x | x | x | x | 42 | -4%
Cc1noc(-c2ccc(OC(F)(F)F)cc2)c1C(=O)NCCC(c1ccccc1)c1ccccc1
→ 27% | u | -18% | u | 35µM* | 0 | 18%
C=CCN1C[C@H]2COc3ccccc3[C@H]2N(C(=O)OCC)CCC1=O
→ x | u | x | x | -21% | 15 | x
CC1CCN(c2ccc(CNC(=O)C3CCCN(S(C)(=O)=O)CCC(=O)NCC3)cc2)CC1 (configuration not stated)
→ 20% | 3% | 1% | i | i | -11 | 1%
CCOc1ccc(C2Cn3nnc(-c4nc(-c5ccc(SC)cc5)no4)c3CO2)cc1 (configuration not stated)
→ 36%[activator] | -3% | -10% | i | -16% | -15 | 18%
O=C(Nc1ccccc1)c1cnc2n1CCN(Cc1cccc(O)c1)CC2
→ 6%[87.6 µM] | u | u | -12%[88.5 µM] | u | 6 | -11%[87.6 µM]
C#CCNC(=O)C[C@@H]1O[C@H](CNC(=O)c2cccc(F)c2)[C@@H](O)[C@H]1O
→ -14%[87.6 µM] | -17%[174 µM] | -3%[172 µM] | -25%[88.5 µM] | 1%[172 µM] | -1 | 4%[87.6 µM]
COCc1cc(C[C@@H]2CC[C@H](O)[C@@H](CNC(=O)C(C)(C)C)O2)no1
→ -5%[87.6 µM] | -11%[138 µM] | 14%[172 µM] | -14%[88.5 µM] | i | 1 | 4%[87.6 µM]
Cc1ccc(NC(=O)C(C)Sc2nc(-c3ccccc3)c(C#N)c(=O)[nH]2)c(C)c1 (configuration not stated)
→ -3% | x | x | x | x | -13 | 0%
Cc1ccc(C)c(NC(=O)CCc2nc(-c3ccc(C(C)(C)C)cc3)no2)c1
→ u | x | x | x | x | 11 | -27%
CC(C)c1noc(C2CCCN2C(=O)c2cc(-c3cccs3)n(C)n2)n1 (configuration not stated)
→ 95%[activator] | -22% | 32µM* | -12% | -29% | 37 | -8%
CCC(=O)Nc1cc(-c2cccc(C)c2)nn1-c1ccccc1
→ 83%[activator] | x | x | x | x | 1 | -10%
Cc1noc(/C=C/c2ccccc2F)c1S(=O)(=O)N1CCC(C(=O)N2CCOc3ccccc32)CC1
→ 36%[activator] | x | x | x | x | 0 | -1%
COC(=O)c1c(N)n(-c2ccc(OC)c(OC)c2)c2nc3ccccc3nc12
→ -7% | x | x | x | x | 18 | 2%
CC1CCN(S(=O)(=O)c2ccc3c(c2)c(=O)c(C(=O)NC(C)c2ccccc2)cn3C)CC1 (configuration not stated)
→ 32%[activator] | x | x | x | x | 3 | -6%
COc1cc(NC(=O)c2ccc3c(c2)N(C)C2CCCCCN2C3=O)cc(OC)c1OC (configuration not stated)
→ 14% | 35µM* | -17% | i | 40µM* | 21 | 2%[12.5 µM]
COc1ccccc1CNC(=O)Nc1ccc2c(c1)N(C)C(=O)c1ccccc1S2
→ u | x | x | x | x | -7 | -11%
O=C(O)c1ccc(Nc2nc3ccccc3n3cnnc23)cc1
→ 19% | x | x | x | x | 3 | -19%
O=C1c2[nH]nc(-c3ccccc3O)c2C(c2cccc(Br)c2)N1Cc1ccncc1 (configuration not stated)
→ u | x | x | x | x | 17 | u
O=C(C1CCCC1)N1CCCCCC1c1nc(-c2ccncc2)no1 (configuration not stated)
→ 3% | -21% | 6% | -2% | -10% | 1 | 5%
CCOC(=O)c1ccc(NC(=O)CSc2nccn2-c2ccc(OCC)cc2)cc1
→ -4% | x | x | x | x | -6 | 2%
COCCNc1nc(N)nc2c1CCN(C(=O)c1cscn1)CC2
→ -4% | -4% | 7% | u | -26% | 0 | 2%
COc1ccc(N2CC(C(=O)N3CCOCC3)NC2=O)cc1 (configuration not stated)
→ -1%[87.6 µM] | 3%[138 µM] | -1%[172 µM] | -4%[88.5 µM] | 5%[172 µM] | -3 | -2%[87.6 µM]
CC(C)NC(=O)Nc1ccc([C@H]2OCC(=O)N(CC(=O)N(C)C)[C@@H]2CO)cc1
→ -9%[87.6 µM] | i | 5%[172 µM] | 2%[88.5 µM] | 5%[172 µM] | 10 | -2%[87.6 µM]
CCOc1ccc(NC(=O)Cn2c(-c3cccc(Cl)c3)nc(C)c(CCO)c2=O)cc1
→ -18% | 32µM* | -8% | 5% | u | -4 | -17%
CN(C)CCN1C(=O)CC[C@]2(C(=O)NCc3cc(F)cc(F)c3)CCCC[C@@H]12
→ -4% | -5% | 3% | -4% | -4% | -7 | -8%
CC1=C(C)C(=O)OC(C(C)C2CCC3C4C5OC5C5(O)CC(OC6OC(CO)C(OC7OC(C)C(O)C(O)C7O)C(O)C6O)CC(O)C5(C)C4CCC23C)C1 (configuration not stated)
→ x | x | x | i | x | -4 | 8%[23.9 µM]
Cc1ccc(S(=O)(=O)Nc2cc3c(cc2C)n(C)c(=O)c(=O)n3C)c(C)c1
→ -11% | x | x | x | x | -5 | 8%
CCC(C(=O)N(C)Cc1ccc(OC)c2ncccc12)n1cccn1 (configuration not stated)
→ -30% | 2% | -8% | 3% | -19% | 9 | 2%

Three compounds from above, arranged by heavy-atom count, falling.
Below each SMILES – SNCA expr inh | NIH3T3 tox | Luciferase inh | GPT2 inh | HEK cytotox | IP6K1 inh | SNCA viab count
CC1=C(C)C(=O)OC(C(C)C2CCC3C4C5OC5C5(O)CC(OC6OC(CO)C(OC7OC(C)C(O)C(O)C7O)C(O)C6O)CC(O)C5(C)C4CCC23C)C1 (configuration not stated)
→ x | x | x | i | x | -4 | 8%[23.9 µM]
COc1cc(NC(=O)c2ccc3c(c2)N(C)C2CCCCCN2C3=O)cc(OC)c1OC (configuration not stated)
→ 14% | 35µM* | -17% | i | 40µM* | 21 | 2%[12.5 µM]
COc1ccccc1CNC(=O)Nc1ccc2c(c1)N(C)C(=O)c1ccccc1S2
→ u | x | x | x | x | -7 | -11%
